FXIa inh 1536: factor XIa (human) inhibition. AID 798. P03951. inhibition, % at 5 µM. 220,000 tested, 0.14% active. purified FXIa, Boc-Glu-Ala-Arg-AMC fluorogenic substrate;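 active = inhibition of at least 40%; inactive = inhibition below 40%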;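 also: fluorescence of freed AMC excited at 355 nm; 0% = enzyme without compound and 100% = no enzyme blank; many of its hits are not listed in these tables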
Thrombin inh: thrombin (human) inhibition | alpha-thrombin, Boc-VPR-AMC fluorogenic substrate cleavage | 220,000 tested, 0.26% active | inhibition, % at 5 µM | AID 1046 | P00734;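 active = inhibition at or above 40%; inactive = inhibition below 40%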;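 also: 0% = enzyme with no compound and 100% = wells without enzyme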
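System – human alpha-thrombin protein · Reagent – Boc-VPR-AMC substrate, 15 µM final · Compound – 5 µM single dose in 0.2% DMSO · Schedule – reaction at room temperature · Technique – AMC fluorescence at 355 nm excitation and 460 nm emission · Read-out basis – % inhibition relative to enzyme controls and enzyme-free blanks · Control set – no-compound enzyme wells and no-enzyme blanks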
p97 inhibitor: human p97 ATPase inhibition. P55072. recombinant p97 ATPase, Kinase-Glo ATP luminescence, 3 h. inhibition, % at 8 µM. 220,000 tested, 0.42% active; in the data active = inhibition above about 15%;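 also: 0% = DMSO vehicle and 100% = wells lacking enzyme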
Cl transport mod: modulators of human KCC2 chloride dependent transport. Q9H2X9. KCC2 cells, thallium flux FluoZin-2 fluorescence. B-score of Tl+ flux slope (higher = more flux/activation; lower = inhibition) at 10 µM. 190,000 tested, 2.2% active. AID 1456;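 active = thallium flux slope and its plate-corrected score both differing from the plate sample mean at a set confidence after two filtering rounds, in either direction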;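 also: slope of fluorescence scaled to starting intensity during 10 to 20 s after thallium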
Wee1 stabilizer: inhibitors of human Wee1 degradation. HeLa Luc-Wee1K328M stability, luciferase luminescence; 100% = proteasome inhibitor MG132 effect. reporter increase, % at 5 µM. AID 1321. 220,000 tested, 1.2% active;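 active = activation above the mean of all tested compounds plus 3 SD, set per screening run, cut at about 8.8% in these data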;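 also: cells exposed to compound for 20 h before luminescence read; 0% = DMSO alone and 100% = MG132 at 30 µM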
FXIIa inh 1536: blocks human coagulation factor XIIa protease activity; P00748; 220,000 tested, 0.3% active; purified FXIIa, Boc-QGR-AMC fluorogenic substrate, 2 h; inhibition, % at 5 µM; in the data active = inhibition above about 40%;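 also: 0% = enzyme with no compound and 100% = blank without enzyme; many of its hits are not listed in these tables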
Furin inh: blocks human furin protease activity | 220,000 tested, 0.061% active | inhibition, % at 30 µM | purified furin, fluorogenic substrate cleavage; in the data active = inhibition above about 25%; also: inactives centre near -15
KLK5 inh: inhibitors of human kallikrein 5; inhibition, % at 5 µM; AID 873; recombinant hK5, fluorogenic AMC substrate cleavage; 210,000 tested, 0.59% active;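 active = inhibition of 40% or more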;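 also: 0% = enzyme controls without compound and 100% = no-enzyme blanks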
PERK inh: inhibitors of human PERK kinase. Q9NZJ5. CHO PERK-DD fusion, SEAP luminescence translation reporter. inhibition, % at 5.6 µM. 220,000 tested, 0.17% active. AID 1416;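 active = inhibition above the mean inhibition of all tested compounds plus 3 SD, set separately per screening campaign, cut at about 2.9% in these data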;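 also: PERK kinase domain activated by AP20187 dimerizer at 100 nM; 0% = DMSO with dimerizer and 100% = rapamycin at 8.4 µM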
Target sequence (Q9NZJ5 whole entry, looked up, the tested form may be a part): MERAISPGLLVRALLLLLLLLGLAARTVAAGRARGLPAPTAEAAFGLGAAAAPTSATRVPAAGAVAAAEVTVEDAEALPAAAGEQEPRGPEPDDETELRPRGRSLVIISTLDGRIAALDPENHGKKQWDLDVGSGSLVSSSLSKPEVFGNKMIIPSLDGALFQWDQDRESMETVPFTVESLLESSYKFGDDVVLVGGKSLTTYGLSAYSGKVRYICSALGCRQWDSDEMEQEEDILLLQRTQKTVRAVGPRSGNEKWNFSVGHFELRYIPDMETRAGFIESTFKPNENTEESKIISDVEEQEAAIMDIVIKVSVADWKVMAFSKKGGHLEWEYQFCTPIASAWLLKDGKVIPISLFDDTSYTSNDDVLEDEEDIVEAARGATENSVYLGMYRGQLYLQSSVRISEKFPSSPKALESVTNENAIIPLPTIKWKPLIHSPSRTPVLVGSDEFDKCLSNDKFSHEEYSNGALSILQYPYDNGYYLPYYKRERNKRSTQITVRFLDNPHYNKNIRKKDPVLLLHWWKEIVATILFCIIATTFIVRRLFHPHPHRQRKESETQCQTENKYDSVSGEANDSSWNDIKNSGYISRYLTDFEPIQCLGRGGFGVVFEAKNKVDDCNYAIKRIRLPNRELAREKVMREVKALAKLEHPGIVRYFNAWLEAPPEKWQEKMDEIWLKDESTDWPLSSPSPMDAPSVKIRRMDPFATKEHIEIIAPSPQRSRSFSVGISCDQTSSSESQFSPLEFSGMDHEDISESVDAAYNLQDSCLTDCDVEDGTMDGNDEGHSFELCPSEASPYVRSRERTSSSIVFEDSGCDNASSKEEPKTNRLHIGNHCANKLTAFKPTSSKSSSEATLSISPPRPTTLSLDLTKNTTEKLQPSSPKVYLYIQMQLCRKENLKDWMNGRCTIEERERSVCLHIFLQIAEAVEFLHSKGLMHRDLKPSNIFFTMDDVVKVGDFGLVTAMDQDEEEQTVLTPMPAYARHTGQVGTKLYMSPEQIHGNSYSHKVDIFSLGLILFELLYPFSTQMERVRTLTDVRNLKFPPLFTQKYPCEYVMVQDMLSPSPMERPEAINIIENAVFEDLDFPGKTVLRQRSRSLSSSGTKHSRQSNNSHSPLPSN
Starred values were filed as active, the others as inactive; [ ] = another dose, or the depositor's remark.

`CCOC(=O)c1c(-c2ccc(OC)cc2)csc1NC(=O)COc1ccc2c(C)cc(=O)oc2c1` gave FXIa inh 1536 3, Thrombin inh -4, p97 inhibitor -1, Cl transport mod -0.7, Wee1 stabilizer 0, FXIIa inh 1536 10, Furin inh -12, KLK5 inh -9 and PERK inh 0.6.
COc1cc(-c2[nH]ncc2CN2CCN(Cc3cccs3)CC2)cc(OC)c1OC was read as FXIa inh 1536 -1, Thrombin inh -2, p97 inhibitor -2, Cl transport mod -0.54, Wee1 stabilizer -3, FXIIa inh 1536 8, Furin inh -25 and PERK inh 0.6.
For CCn1nnnc1SCC(=O)NCc1ccc2c(c1)OCO2 the results were FXIa inh 1536 -5, Thrombin inh -3, p97 inhibitor -2, Cl transport mod -1.1, Wee1 stabilizer -3, FXIIa inh 1536 5, Furin inh -5[20 µM], KLK5 inh -14 and PERK inh 0.3.
Screening COc1ccc(Cl)cc1NC(=O)CS(=O)(=O)c1cccc2nsnc12 returned FXIa inh 1536 -7, Thrombin inh 1, p97 inhibitor 7, Wee1 stabilizer 0, FXIIa inh 1536 15, Furin inh -13[20 µM], KLK5 inh -3 and PERK inh 0.6.
For Cc1nc2sc(C(c3cccs3)N3CCN(Cc4ccccc4)CC3)c(O)n2n1 (centres undefined) the results were FXIa inh 1536 -4, Thrombin inh 3, p97 inhibitor -2, Cl transport mod -0.92, Wee1 stabilizer 0, FXIIa inh 1536 2, Furin inh -7, KLK5 inh 3 and PERK inh 0.1.
For CN(C)S(=O)(=O)c1ccc(C(=O)OCC(=O)NCc2ccccc2)cc1 the results were FXIa inh 1536 -3, Thrombin inh -2, p97 inhibitor 2, Cl transport mod 0.35, Wee1 stabilizer 0, FXIIa inh 1536 4, Furin inh -23, KLK5 inh -2 and PERK inh 1.6.
`CCOC(=O)c1cnc(-n2nc(C)cc2C)nc1N1CCOCC1` gave FXIa inh 1536 -3, Thrombin inh -5, p97 inhibitor -2, Wee1 stabilizer -1, FXIIa inh 1536 19, Furin inh -13, KLK5 inh -15 and PERK inh 0.1.
For CCCCc1ccc(CC2S/C(=C(\C#N)C(=O)N3CCOCC3)N(c3ccccc3)C2=O)cc1 (centres undefined) the results were FXIa inh 1536 -20, Thrombin inh 2, p97 inhibitor 1, Cl transport mod 1.4, Wee1 stabilizer -1, FXIIa inh 1536 7, Furin inh -23[20 µM], KLK5 inh 10 and PERK inh 0.4.
Screening Cc1cc(=O)oc2cc(OCC3CC(c4ccccc4)=NO3)ccc12 (centres undefined) returned FXIa inh 1536 -5, Thrombin inh -4, p97 inhibitor -6, Wee1 stabilizer 3, FXIIa inh 1536 15, Furin inh -19[20 µM], KLK5 inh 1 and PERK inh -2.9.
For Nc1c(C(=O)N2CCOCC2)sc2nc3c(cc12)CCC3 the results were FXIa inh 1536 -4, Thrombin inh -11, p97 inhibitor -10, Wee1 stabilizer 3, FXIIa inh 1536 6, Furin inh -17, KLK5 inh 0 and PERK inh 0.3.
For CCCCNC(=S)N1CCN(C)CC1 the results were FXIa inh 1536 -6, Thrombin inh 0, p97 inhibitor 1, Cl transport mod -0.65, Wee1 stabilizer 4, FXIIa inh 1536 2, Furin inh 11, KLK5 inh -4 and PERK inh 0.1.
NS(=O)(=O)c1cccc(NC(=O)Nc2ccc(Cl)cc2)c1 was read as FXIa inh 1536 -2, Thrombin inh -4, p97 inhibitor 3, Cl transport mod 1.9, Wee1 stabilizer 1, FXIIa inh 1536 0, Furin inh -17, KLK5 inh -3 and PERK inh 0.7.
For O=C(OC1CCOC1=O)c1cc(-c2ccccc2)nc2ccccc12 (centres undefined) the results were FXIa inh 1536 -3, Thrombin inh -2, p97 inhibitor 1, Cl transport mod -0.62, Wee1 stabilizer 3, FXIIa inh 1536 4, Furin inh -10[20 µM], KLK5 inh -5 and PERK inh -1.2.
`CCn1c(SCC(=O)OC(C)C)nnc1-c1cccc(Cl)c1` gave FXIa inh 1536 3, Thrombin inh 3, p97 inhibitor 1, Cl transport mod -0.35, Wee1 stabilizer -2, FXIIa inh 1536 5, Furin inh 2, KLK5 inh -19 and PERK inh -0.3.
Screening COc1ccccc1N1C(=O)N(C(C)=O)C2C1Nc1ccccc1N2C (centres undefined) returned FXIa inh 1536 1, Thrombin inh -5, p97 inhibitor 8, Cl transport mod -1.1, Wee1 stabilizer 0, FXIIa inh 1536 1, Furin inh -16, KLK5 inh -12 and PERK inh -1.0.
Screening Cc1ccccc1Nc1nc(N)nc(CN2CCN(C(=O)c3ccccc3)CC2)n1 returned FXIa inh 1536 3, Thrombin inh -1, p97 inhibitor -6, Cl transport mod 0.037, Wee1 stabilizer 2, FXIIa inh 1536 18, Furin inh -3, KLK5 inh 17 and PERK inh -0.5.
CN(C)CCOc1cccc(Cl)c1 was read as FXIa inh 1536 9, Thrombin inh 1, p97 inhibitor -1, Cl transport mod 0.97, Wee1 stabilizer -3, FXIIa inh 1536 13, Furin inh -19, KLK5 inh -7 and PERK inh 0.6.
`Cc1nc(-c2ccccc2)sc1C1(C)CC(c2c(Cl)cccc2Cl)=NO1` (centres undefined) gave FXIa inh 1536 3, Thrombin inh 4, Cl transport mod 0.13, FXIIa inh 1536 10, Furin inh -18 and KLK5 inh 2.
For CSc1ccc(/C=C/C(=O)c2ccc(NC(=O)C(C)C)cc2)cc1 the results were FXIa inh 1536 -2, Thrombin inh -5, p97 inhibitor 4, Cl transport mod 0.019, Wee1 stabilizer 0, FXIIa inh 1536 1, Furin inh -15[20 µM], KLK5 inh -4 and PERK inh -0.1.
Screening Cc1nc2c(-c3ccc(F)cc3)c(C)nn2c(N2CCOCC2)c1C returned FXIa inh 1536 17, Thrombin inh 8, p97 inhibitor 3, Wee1 stabilizer -1, FXIIa inh 1536 32, Furin inh -24, KLK5 inh -3 and PERK inh -0.8.

Among those listed so far, these have two or more sulfur atoms:
Screening COc1ccc(Cl)cc1NC(=O)CS(=O)(=O)c1cccc2nsnc12 returned FXIa inh 1536 -7, Thrombin inh 1, p97 inhibitor 7, Wee1 stabilizer 0, FXIIa inh 1536 15, Furin inh -13[20 µM], KLK5 inh -3 and PERK inh 0.6.
For Cc1nc2sc(C(c3cccs3)N3CCN(Cc4ccccc4)CC3)c(O)n2n1 (centres undefined) the results were FXIa inh 1536 -4, Thrombin inh 3, p97 inhibitor -2, Cl transport mod -0.92, Wee1 stabilizer 0, FXIIa inh 1536 2, Furin inh -7, KLK5 inh 3 and PERK inh 0.1.

(more compounds)
Screening O=C(Nc1ccc(F)cc1F)N1CCCCC1c1cccnc1 (centres undefined) returned FXIa inh 1536 6, Thrombin inh -22, p97 inhibitor -2, Cl transport mod 0.4, Wee1 stabilizer -1, FXIIa inh 1536 0, Furin inh -30, KLK5 inh 2 and PERK inh 1.4.
Screening O=C(NCc1ccccn1)c1cccc(NS(=O)(=O)c2ccccc2F)c1 returned FXIa inh 1536 4, Thrombin inh 0, p97 inhibitor 4, Cl transport mod 0.86, Wee1 stabilizer -1, FXIIa inh 1536 10, Furin inh -21, KLK5 inh -7 and PERK inh 1.4.
`CC(C)(C)OC(=O)NCCc1nnc(SCC(=O)Nc2ccc(Br)cc2)o1` gave FXIa inh 1536 -4, Thrombin inh -8, p97 inhibitor 3, Cl transport mod 1.3, Wee1 stabilizer -1, FXIIa inh 1536 -1, Furin inh -19, KLK5 inh -7 and PERK inh 0.8.
For CC1NC(=O)NC1CCCCCC(=O)Nc1ccc(F)c(Cl)c1 (centres undefined) the results were FXIa inh 1536 -4, Thrombin inh -5, p97 inhibitor 3, Cl transport mod -1.2, Wee1 stabilizer 0, FXIIa inh 1536 0, Furin inh -11, KLK5 inh -6 and PERK inh 0.6.
Screening Cc1nn(C)c(C)c1CNC(=O)Nc1cccc(Cl)c1 returned FXIa inh 1536 0, Thrombin inh 11, p97 inhibitor -1, Cl transport mod -0.82, Wee1 stabilizer -3, FXIIa inh 1536 10, Furin inh -25, KLK5 inh -4 and PERK inh -0.3.
Screening O=C(NNC1=C(C(=O)C(F)(F)F)CCC1)c1cccc(O)c1 returned FXIa inh 1536 1, Thrombin inh 2, p97 inhibitor -2, Cl transport mod -0.16, Wee1 stabilizer 2, FXIIa inh 1536 7, Furin inh -6[20 µM], KLK5 inh -25 and PERK inh 0.2.
For O=C(NN1C(=O)c2ccccc2NC1c1ccco1)c1ccccc1 (centres undefined) the results were FXIa inh 1536 8, Thrombin inh 1, p97 inhibitor 1, Cl transport mod -0.33, Wee1 stabilizer 1, FXIIa inh 1536 2, Furin inh -27, KLK5 inh -15 and PERK inh 1.4.
N#CC(c1nc2ccccc2nc1N1CCCC1)S(=O)(=O)c1ccccc1 (centres undefined) was read as FXIa inh 1536 5, Thrombin inh 5, p97 inhibitor 17*, Wee1 stabilizer 1, FXIIa inh 1536 14, Furin inh -22, KLK5 inh -17 and PERK inh 0.2.
`CCN1CCCC1CNC(=O)c1ccc(CS(=O)(=O)c2ccccc2C)o1` (centres undefined) gave FXIa inh 1536 20, Thrombin inh 9, p97 inhibitor 7, Cl transport mod -0.25, Wee1 stabilizer 3, FXIIa inh 1536 21, Furin inh -26, KLK5 inh 6 and PERK inh 0.6.
`CCC(C)(C)n1nnnc1C(c1ccc(C)cc1)N1CCCC1` (centres undefined) gave FXIa inh 1536 -2, Thrombin inh -2, p97 inhibitor -3, Cl transport mod -0.53, Wee1 stabilizer -2, FXIIa inh 1536 -1, Furin inh -28, KLK5 inh 10 and PERK inh 0.1.
Screening CC(NC(=O)c1ccco1)C(=O)OC(C)C(=O)NCc1ccccc1 (centres undefined) returned FXIa inh 1536 33, Thrombin inh 0, p97 inhibitor -6, Cl transport mod 0.14, Wee1 stabilizer 0, FXIIa inh 1536 24, Furin inh -9, KLK5 inh 41* and PERK inh -0.4.
Screening Cc1ccc2oc(=O)cc(CN3CCOCC3)c2c1 returned FXIa inh 1536 6, Thrombin inh 1, p97 inhibitor -3, Cl transport mod 0.58, Wee1 stabilizer 1, FXIIa inh 1536 4, Furin inh 8, KLK5 inh 3 and PERK inh -0.1.
For COC(CNC(=O)c1ccc2nc(-c3ccccc3)c(-c3ccccc3)nc2c1)OC the results were FXIa inh 1536 -4, Thrombin inh 12, p97 inhibitor -6, Cl transport mod -0.81, Wee1 stabilizer -2, FXIIa inh 1536 2, Furin inh -33, KLK5 inh -3 and PERK inh -0.1.
Screening S=c1[nH]nc(Nc2ccc(Cl)cc2)s1 returned FXIa inh 1536 0, Thrombin inh -4, p97 inhibitor 11, Cl transport mod 1, Wee1 stabilizer 15*, FXIIa inh 1536 4, Furin inh -8, KLK5 inh -3 and PERK inh 0.0.
`CCOc1ccc(NC(=O)CC2C(=O)N(c3ccccc3)C(=S)N2Cc2ccccn2)cc1` (centres undefined) gave FXIa inh 1536 5, Thrombin inh 0, p97 inhibitor 0, Cl transport mod -0.19, Wee1 stabilizer 3, FXIIa inh 1536 6, Furin inh -19[20 µM], KLK5 inh 9 and PERK inh -1.0.
O=C(Nc1nccs1)C1CC(=O)N(c2ccccc2Cl)C1 (centres undefined) was read as FXIa inh 1536 1, Thrombin inh -4, p97 inhibitor 2, Cl transport mod -0.018, Wee1 stabilizer -2, FXIIa inh 1536 12, Furin inh -16[20 µM], KLK5 inh 4 and PERK inh 1.2.
`COc1ccc(OCCNS(=O)(=O)c2ccccc2)cc1` gave FXIa inh 1536 1, Thrombin inh 0, p97 inhibitor 3, Cl transport mod 0.022, Wee1 stabilizer 0, FXIIa inh 1536 -5, Furin inh -30, KLK5 inh 13 and PERK inh 0.2.
`CC(C)C(=O)c1cn(CC(=O)O)c2ccccc12` gave FXIa inh 1536 38, Thrombin inh 3, p97 inhibitor 1, Cl transport mod 0.85, Wee1 stabilizer 3, FXIIa inh 1536 30, Furin inh -5, KLK5 inh 19 and PERK inh -0.5.

Screening results: PubChem BioAssay, several laboratories
